Compound activity deposited in PubChem by Sanford-Burnham Center for Chemical Genomics.
mIAP inh – blocks mouse intestinal alkaline phosphatase; purified mouse IAP, CDP-Star luminescence, 30 min; inhibition, % at 10 µM; 330,000 compounds, 0.2% hits; AID 2806;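 active means inhibition of at least 40% at 10 µM in the primary screen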;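 further: plate controls were DMSO with enzyme for no effect and no enzyme wells for full effect; values of inactives mirror those of a sister screen read the other way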
hIAP block – blocks human intestinal alkaline phosphatase; P09923; purified IAP, CDP-Star luminescence, 30 min; inhibition, % at 10 µM; 330,000 compounds, 0.12% hits;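 active means inhibition reaching a set limit with compound at 10 µM in the primary screen, cut at about 35% in these data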;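 further: plate controls were DMSO wells with enzyme for no effect and no-enzyme buffer wells for full effect; values of inactives mirror those of a sister screen read the other way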
Target sequence (P09923 whole entry, looked up): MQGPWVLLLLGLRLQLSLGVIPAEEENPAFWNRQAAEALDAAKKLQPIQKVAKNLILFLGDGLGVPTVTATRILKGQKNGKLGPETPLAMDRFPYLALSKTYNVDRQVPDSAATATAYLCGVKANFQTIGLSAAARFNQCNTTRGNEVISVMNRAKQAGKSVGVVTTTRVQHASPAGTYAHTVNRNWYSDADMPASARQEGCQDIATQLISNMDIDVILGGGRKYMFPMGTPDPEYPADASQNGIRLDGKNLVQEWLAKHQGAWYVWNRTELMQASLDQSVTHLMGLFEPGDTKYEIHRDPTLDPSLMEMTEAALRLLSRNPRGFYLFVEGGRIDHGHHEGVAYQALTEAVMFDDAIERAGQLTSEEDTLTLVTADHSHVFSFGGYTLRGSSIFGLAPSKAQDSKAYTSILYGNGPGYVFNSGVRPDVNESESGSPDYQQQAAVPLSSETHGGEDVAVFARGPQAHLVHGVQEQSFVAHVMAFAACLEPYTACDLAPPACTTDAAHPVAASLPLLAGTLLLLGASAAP
hIAP activ – human IAP activation; AID 2524; P09923; purified human IAP, CDP-Star luminescence, 30 min; hits give high values; 1 = vehicle-only enzyme, 0 = enzyme-free background; 330,000 compounds, 0.16% hits; activation factor at 10 µM;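 active means activation factor of the enzyme at least 2-fold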; further: the source names both 10 and 20 µM as test concentration; values of inactives mirror those of a sister screen read the other way
SENP1 inh – SENP1 (human) catalytic domain inhibition; Q9P0U3; recombinant SENP1 catalytic domain, CyPet-SUMO1-YPet FRET cleavage; inhibition, % at 10 µM; 360,000 compounds, 0.21% hits;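 active means inhibition at least 30% at 10 µM, raw YFP signal under a set limit, fluorescence ratio 0.5 to 1.5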;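 further: 0% = enzyme with DMSO and 100% = no enzyme wells; some results filed as inactive read as strong as hits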
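Material: hSENP1 catalytic domain, recombinant; medium: Tris pH 8 with BME, BSA, NP40 and catalase; compound: single concentration of 10 µM compound, 0.5% DMSO final; technique: FRET read of cyan and yellow fluorescence; timing: 50 min enzyme reaction, room temperature, light-protected; reagent: SFCypet-SUMO1-SFYpet substrate at 25 nM; control set: no-enzyme low, enzyme-DMSO high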
beta cell repl – MIN6 beta-cell proliferation induction. 330,000 compounds, 0.29% hits. proliferation, % at 10 µM. MIN6 cells proliferation, ATPlite luminescence, 48 h; cells starved in 0.2% serum; 100% = growth in 10% serum;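 active means compounds whose signal lies at least 3.5 SD above the mean of all wells on their plate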;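 further: 0% = DMSO-treated cells in low-serum medium and 100% = 10% serum control; some compounds called inactive have numbers as strong as hits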
mIAP activ – increases mouse intestinal alkaline phosphatase activity. AID 2805. 330,000 compounds, 0.24% hits. muIAP, CDP-Star luminescence, 30 min; hits give high values; 1 = vehicle-only enzyme signal, 0 = enzyme-free wells. activation factor at 10 µM;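 active means activation factor of at least 2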; further: the source names both 10 and 20 µM as test concentration; values of inactives mirror those of a sister screen read the other way
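Assay system: mouse IAP enzyme; reagent: chemiluminescent substrate CDP-Star; dosing: test compounds delivered from DMSO solution; schedule: 30 min at room temperature; measured by: luminescence from enzymatic CDP-Star hydrolysis; controls: DMSO-only wells and no-enzyme negative control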
NLRP3 yeast inh – blocks the NALP3 inflammasome reconstituted in yeast. Yeast reconstituted NLRP3/ASC/caspase-1, beta-gal luminescence, 24 h. inhibition, % at 10 µM. 330,000 compounds, 0.39% hits. AID 2825;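 active means inhibition of 50% or more; inactive means inhibition below 50%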;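 further: plate controls were induced DMSO wells for no effect and uninduced yeast grown without galactose for full effect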
A3A deaminase – human APOBEC3A DNA deaminase inhibition; recombinant A3A, FAM/TAMRA ssDNA deamination fluorescence; inhibition, % at 20 µM; 330,000 compounds, 0.41% hits; AID 493011;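 active means at least 40% inhibition at 20 µM here, with at most 30% in a related deaminase screen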;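 further: plate controls were A3A with DMSO for no effect and wells lacking A3A enzyme for full effect; some results filed as inactive read as strong as hits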
Target sequence (P31941 whole entry, looked up): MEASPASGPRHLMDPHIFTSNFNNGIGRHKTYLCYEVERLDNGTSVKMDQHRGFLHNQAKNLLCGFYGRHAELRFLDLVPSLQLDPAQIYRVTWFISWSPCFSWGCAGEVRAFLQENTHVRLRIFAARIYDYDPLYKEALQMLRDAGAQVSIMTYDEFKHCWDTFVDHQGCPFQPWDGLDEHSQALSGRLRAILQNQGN
A3G deaminase – APOBEC3G (human) deaminase inhibition; 330,000 compounds, 0.28% hits; inhibition, % at 20 µM; Q9HC16; recombinant A3G, ssDNA deamination FAM/TAMRA fluorescence;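 active means inhibition of at least 40% at 20 µM, with no more than 30% in the related APOBEC3A deaminase screen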;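 further: plate controls were DMSO wells with A3G for no effect and wells lacking A3G enzyme for full effect; some compounds called inactive have numbers as strong as hits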
Target sequence (Q9HC16 whole entry, looked up): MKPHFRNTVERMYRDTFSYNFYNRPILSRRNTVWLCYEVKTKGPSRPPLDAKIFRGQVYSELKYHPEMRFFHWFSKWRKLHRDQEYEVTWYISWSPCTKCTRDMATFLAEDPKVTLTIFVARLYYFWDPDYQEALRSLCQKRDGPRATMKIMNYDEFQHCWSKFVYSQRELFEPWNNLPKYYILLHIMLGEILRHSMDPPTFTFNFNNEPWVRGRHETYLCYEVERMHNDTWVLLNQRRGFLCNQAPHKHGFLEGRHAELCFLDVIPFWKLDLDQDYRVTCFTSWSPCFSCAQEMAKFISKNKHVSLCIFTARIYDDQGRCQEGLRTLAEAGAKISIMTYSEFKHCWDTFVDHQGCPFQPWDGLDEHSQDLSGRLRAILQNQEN
* = called active by the depositor; / = no result given.

1) O=C(CN1CCCCCCC1)N/N=C/c1ccc([N+](=O)[O-])o1
2) COc1ccc2nc(NCCCO)[nH]c2c1
3) CCOC(=O)C1=C(C)NC(C)=C(C(=O)OC)C1c1cccc([N+](=O)[O-])c1 (configuration not stated)
4) CN(Cc1ccccc1)C(=O)COC(=O)CNS(=O)(=O)c1ccc2ccccc2c1
5) COc1ccc(-c2cc3c(=O)n(CC(=O)NCCCN4CCC(N5CCCCC5)CC4)ncn3n2)cc1
6) Oc1ccc2c(ccc3[nH]cnc32)c1
screen / no.	1	2	3	4	5	6
A3A deaminase	14	-3	-3	0	1	1
A3G deaminase	3	-10	-7	-4	1	1
hIAP block	4	-11	20	-14	-4	1
mIAP activ	0.8	1.1	0.94	0.9	0.95	1
SENP1 inh	-2	1	-1	1	1	2
hIAP activ	0.96	1.1	0.8	1.1	1	0.99
NLRP3 yeast inh	24	2	-5	9	-6	6
beta cell repl	-4	-3	-6	-2	-4	-3
mIAP inh	20	-6	6	10	5	-2

7) CCCNC(=O)C1(CC2CC(c3ccccc3)=NO2)CCN(C(=O)c2cc(OCC)c(OCC)c(OCC)c2)CC1 (configuration not stated)
8) COc1ccc(/C=N/OCC(=O)Nc2nc3ccccc3s2)cc1OC
9) CN(C)c1ncccc1-c1nc2ccccc2s1
10) O=c1[nH]c(C2CCN(S(=O)(=O)/C=C/c3ccccc3)CC2)nc2c1nnn2Cc1ccc(F)cc1
11) O=C(NC1CCSC1)c1cccc(Cl)c1 (configuration not stated)
12) CC(=O)NC1=NN(C(C)=O)C(C)(c2ccco2)S1 (configuration not stated)
screen / no.	7	8	9	10	11	12
A3A deaminase	-5	-4	-1	-2	-2	-3
A3G deaminase	-15	-3	-6	-9	-6	-4
hIAP block	-3	-11	-9	5	9	-9
mIAP activ	1	0.9	1	0.86	1.2	1
SENP1 inh	-1	2	-18	0	1	2
hIAP activ	1	1.1	1.1	0.95	0.91	1.1
NLRP3 yeast inh	2	21	11	24	14	7
beta cell repl	3	1	0	-4	-1	-4
mIAP inh	-2	10	0	14	-18	-2

13) O=[N+]([O-])c1c(NCc2ccccc2)cc(N2CCc3ccccc3C2)c2nonc12
14) O=C(Cc1cccs1)N(CC1CCCO1)C1(C(=O)NC2CCCCC2)CCCCC1 (configuration not stated)
15) CC(C)COc1ccc(CSCCNC(=S)Nc2ccccc2)cc1
16) O=C(NC(=S)N1CCOCC1)c1cn(-c2ccccc2)nc1-c1ccc(F)cc1
17) O=C(c1cccs1)C1C(c2ccc(Br)cc2)NC(=S)NC1(O)C(F)(F)F (configuration not stated)
18) CCOC(=O)c1sc2nc(C)c3c(c2c1N)CC(C)(C)OC3
screen / no.	13	14	15	16	17	18
A3A deaminase	-3	2	-6	-8	-3	0
A3G deaminase	-4	-12	-5	-12	-6	-3
hIAP block	23	6	-3	-9	12	-9
mIAP activ	0.8	1	2.4*	1	0.98	1.1
SENP1 inh	-49	1	1	3	0	-53
hIAP activ	0.77	0.94	1	1.1	0.88	1.1
NLRP3 yeast inh	16	-2	53*	7	-1	20
beta cell repl	0	0	-4	-2	-1	1
mIAP inh	20	-1	-144	-4	2	-8

19) CC(C)CNC(=O)c1cccc(NC(=O)COc2cccc([N+](=O)[O-])c2)c1
20) CC(C)(C#CCN1CCCC1)OCCC#N
21) CCOC(=O)C1(CCOC)CCN(C(C)CCc2ccc(OC)cc2)CC1 (configuration not stated)
22) c1ccc(CSc2nnc3ccc(-c4ccncc4)nn23)cc1
23) CCCN(CCC)CCCNC(=O)Cn1cnc2sc(C)c(S(=O)(=O)N3CCC(C)CC3)c2c1=O
24) COc1cccc(CN(C)C(=S)Nc2cccc(C)c2)c1
screen / no.	19	20	21	22	23	24
A3A deaminase	0	-1	-7	-7	-2	0
A3G deaminase	-6	-5	-11	-5	-5	-7
hIAP block	3	-4	-10	-10	6	-9
mIAP activ	0.96	1	1.2	1.1	0.96	1.1
SENP1 inh	2	1	0	2	0	1
hIAP activ	0.97	1	1.1	1.1	0.94	1.1
NLRP3 yeast inh	8	7	11	3	-6	-2
beta cell repl	-1	1	-1	1	0	-3
mIAP inh	4	-4	-21	-9	4	-13

25) O=C(NCc1ccccc1)c1ccc(CN(c2ccccn2)S(=O)(=O)c2ccccc2)cc1
26) O=C(Nc1ccccc1C(=O)NCCc1ccccc1)c1cnccn1
27) CN(CC(=O)Nc1ccccc1Cl)C(=O)Cn1cc(C(F)(F)F)cc(Cl)c1=O
28) Cc1cccc(OCCOC(=O)Nc2ccccc2)c1
29) Cc1cccc(NS(=O)(=O)c2cccc(C(=O)N3CCCC3)c2)c1
30) O=[N+]([O-])c1ccc(CCNc2cccc3ccccc23)c([N+](=O)[O-])c1
screen / no.	25	26	27	28	29	30
A3A deaminase	-6	-2	21	1	-2	-9
A3G deaminase	-7	-8	-6	1	2	-9
hIAP block	9	8	-9	-2	-4	8
mIAP activ	0.95	0.94	1	1.1	0.95	0.85
SENP1 inh	-1	-1	2	3	2	0
hIAP activ	0.91	0.92	1.1	1	1	0.92
NLRP3 yeast inh	2	22	-3	24	6	10
beta cell repl	-3	0	-2	-4	-3	-2
mIAP inh	5	6	-2	-5	5	15

31) COc1ccc(CNC(=O)c2cc(-c3cccs3)on2)cc1
32) CN(C)CCN(C(=O)C1=COCCO1)c1nc2ccc(Cl)cc2s1
33) COc1ccccc1NC(=O)Nc1ccc(F)c(F)c1
34) Cc1ccc(CS(=O)(=O)c2cn(CC(=O)Nc3ccon3)c3ccccc23)cc1
35) Cc1ccc(-n2ccnc(SCC(=O)NC3CCCCC3)c2=O)cc1F
36) Cc1cc(C)cc(N(CC(=O)Nc2cc(C)ccc2C)S(=O)(=O)c2c(C)[nH]c(=O)[nH]c2=O)c1
screen / no.	31	32	33	34	35	36
A3A deaminase	2	-6	0	0	-4	-3
A3G deaminase	-9	-5	-1	-11	0	-4
hIAP block	7	-34	9	8	-13	0
mIAP activ	0.85	1.1	1.3	1	0.76	1
SENP1 inh	1	2	-1	-9	1	0
hIAP activ	0.93	1.3	0.91	0.92	1.1	1
NLRP3 yeast inh	45	11	19	20	5	4
beta cell repl	0	-3	0	-1	-5	-1
mIAP inh	15	-12	-28	-1	24	-2

Whole records from above. Order of values: A3A deaminase, A3G deaminase, hIAP block, mIAP activ, SENP1 inh, hIAP activ, NLRP3 yeast inh, beta cell repl, mIAP inh
Cc1ccc(-n2ccnc(SCC(=O)NC3CCCCC3)c2=O)cc1F as listed: -4, 0, -13, 0.76, 1, 1.1, 5, -5, 24
COc1ccccc1NC(=O)Nc1ccc(F)c(F)c1 as listed: 0, -1, 9, 1.3, -1, 0.91, 19, 0, -28
Cc1cc(C)cc(N(CC(=O)Nc2cc(C)ccc2C)S(=O)(=O)c2c(C)[nH]c(=O)[nH]c2=O)c1 as listed: -3, -4, 0, 1, 0, 1, 4, -1, -2
COc1ccc(CNC(=O)c2cc(-c3cccs3)on2)cc1 as listed: 2, -9, 7, 0.85, 1, 0.93, 45, 0, 15
Cc1ccc(CS(=O)(=O)c2cn(CC(=O)Nc3ccon3)c3ccccc23)cc1 as listed: 0, -11, 8, 1, -9, 0.92, 20, -1, -1

(more compounds)
37) CCN(CC)S(=O)(=O)c1ccc(NC(=O)Nc2cccc(C(F)(F)F)c2)cc1
38) N#Cc1ccc(CSc2nnc(NC(=O)c3ccc4ncsc4c3)s2)cc1
39) CC(C)=CC(=O)Nc1nnc(-c2ccccc2C)s1
40) O=C(Nc1ccccc1C(=O)O)c1cccc(NC(=O)c2ccccc2Br)c1
41) CC1CCN(CCNC(=S)Nc2ccc(Cl)cc2)CC1
42) COCC(=O)NC1CCN(C(=O)NCc2ccccc2)CC1
screen / no.	37	38	39	40	41	42
A3A deaminase	-1	-2	-1	-3	-3	0
A3G deaminase	-5	-5	-10	2	1	-5
hIAP block	26	20	8	-32	6	14
mIAP activ	2.8*	0.96	0.9	0.75	0.98	1
SENP1 inh	-1	-19	2	1	3	4
hIAP activ	0.74	0.8	0.92	1.3	0.94	0.86
NLRP3 yeast inh	2	19	2	21	8	8
beta cell repl	-6	1	-2	-1	-3	-3
mIAP inh	-181	4	10	25	2	-5

43) CSc1ncc(Cl)c(C(=O)Nc2c(C)cccc2C)n1
44) CCCc1ncc(C(O)c2ccc(OC)cc2)n1C (configuration not stated)
45) O=C(CN1CCCCC1)NNc1nc(-c2ccccc2)c2cc(Cl)ccc2n1
46) Cc1cc(/C=N/Nc2nc(N)ncc2[N+](=O)[O-])c(C)n1-c1cccc(C(F)(F)F)c1
47) CCOC(=O)c1cc(-c2ccc(C#N)cc2)nc2c1c(C)nn2CCC#N
48) N#Cc1cnc2cc(-c3ccccc3)nn2c1N
screen / no.	43	44	45	46	47	48
A3A deaminase	-3	-3	2	8	-8	4
A3G deaminase	-5	-5	-1	9	-9	1
hIAP block	1	-13	-34	-11	-3	-32
mIAP activ	0.96	0.96	0.97	0.93	1	1
SENP1 inh	2	0	-2	/	2	5
hIAP activ	0.99	1.1	1.3	1.1	1	1.3
NLRP3 yeast inh	15	-4	30	22	9	1
beta cell repl	0	-1	-5	-5	3	1
mIAP inh	4	4	3	7	-4	0

49) CCOC(=O)c1nc2c(ccc3ccccc32)cc1C
50) CCc1cc2c(=O)n(Cc3ccco3)c(SCC(=O)NC3CCS(=O)(=O)C3)nc2s1 (configuration not stated)
51) COc1ccc(CCCC(=O)Nc2ccc(F)cc2)cc1
52) O=C(Nc1ccc2nc(C3CC3)n(Cc3ccccc3)c(=O)c2c1)C1CC1
53) Cc1ccc(OCC(=O)Nc2cc(C(=O)O)cc(C(=O)O)c2)cc1C
54) NC(=O)CNC(=O)c1cccc(Cl)c1
screen / no.	49	50	51	52	53	54
A3A deaminase	4	-3	1	5	-4	-1
A3G deaminase	4	-10	-2	4	-7	-6
hIAP block	-6	-10	9	0	11	-20
mIAP activ	1	0.88	1.1	1.1	0.95	1
SENP1 inh	1	-7	1	1	1	2
hIAP activ	1.1	1.1	0.91	1	0.89	1.2
NLRP3 yeast inh	10	20	18	10	17	8
beta cell repl	-3	2	-4	5	-2	-1
mIAP inh	-4	12	-10	-6	4	-2

55) CCC(=O)N1CCc2cc(S(=O)(=O)NCCC(=O)Nc3ccccc3C)ccc21
56) C=C(C)c1cccc(C(C)(C)NC(=O)Nc2ccc(OC)cc2)c1
57) Cc1ccc(S(=O)(=O)N(C)C)cc1NC(=S)NNC(=O)C(N)=O
58) CCOc1ncccc1C(=O)NNC(=O)CSc1ccc(Cl)cc1
59) COc1cc(C(=O)NS(=O)(=O)c2ccccc2C)ccc1Cc1cn(C)c2ccc(NC(=O)OC3CCCC3)cc12
60) COc1cc2c(cc1OC)CN(CC(=O)Nc1ccc(F)cc1)CC2
screen / no.	55	56	57	58	59	60
A3A deaminase	-1	-2	-6	-1	0	-1
A3G deaminase	2	-2	-10	-6	-3	-5
hIAP block	5	20	-90	-19	-34	-9
mIAP activ	1.1	1.1	0.63	0.81	0.97	1
SENP1 inh	-1	1	1	2	/	-64
hIAP activ	0.95	0.8	1.9	1.2	1.3	1.1
NLRP3 yeast inh	13	-8	14	4	0	18
beta cell repl	4	0	0	2	-8	-4
mIAP inh	-7	-8	37	19	2	0

An excerpt (hit frequency here may not be typical).
